MEKK2 mut-MEK5 = signal of MEK5 binding to mutant human MEKK2 PB1 domain; bead flow cytometry, Alexa488-MEK5 binding to MEKK2 mutant; percent response, % at 10 µM; 290,000 compounds, 0.35% hits; AID 1530; in the data active = percent response above about 24%, passing the limit was not always enough; also: inactives centre near 1; some results filed as inactive read as strong as hits; reference of the scale not given here
MEKK2 WT-MEK5 = raises or lowers MEK5 binding to wildtype human MEKK2 PB1 domain. Q9Y2U5. bead flow cytometry, Alexa488-MEK5 binding to MEKK2 WT; actives lie on both sides. binding response (% of control), % at 10 µM. 290,000 compounds, 1.1% hits; in the data active = binding response below about 67% or above about 130%
GPR7 antag = blocks human GPR7 receptor signaling. P48145. GPR7-expressing cells, fluorescence antagonist assay. inhibition, % at 4.4 µM. 290,000 compounds, 1.1% hits. AID 1861; in the data active = inhibition above about 16%, passing the limit was not always enough;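 also: cells stimulated with the agonist NPW; 0% = agonist with vehicle and 100% = vehicle without agonist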
Target sequence (P48145 whole entry, looked up): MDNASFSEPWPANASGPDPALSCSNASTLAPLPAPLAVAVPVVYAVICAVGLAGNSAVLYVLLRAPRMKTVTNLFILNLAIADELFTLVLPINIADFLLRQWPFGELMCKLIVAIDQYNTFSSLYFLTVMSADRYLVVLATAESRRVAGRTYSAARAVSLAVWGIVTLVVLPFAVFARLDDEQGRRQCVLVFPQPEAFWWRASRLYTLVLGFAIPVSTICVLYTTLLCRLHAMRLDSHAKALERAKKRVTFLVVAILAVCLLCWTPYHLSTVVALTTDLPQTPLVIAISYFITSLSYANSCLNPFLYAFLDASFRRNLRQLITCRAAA
MEKK3 PB1 HTS = modulators (inhibitors or enhancers) of MEK5 binding to human MEKK3 PB1 domain | 290,000 compounds, 1.4% hits | binding response (% of control), % at 10 µM | AID 1529 | Q99759 | bead-based flow cytometry, Alexa488-MEK5 binding to MEKK3; actives lie on both sides; 0 = blocked by unlabeled MEK5, 100 = vehicle;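 active = binding response more than 3 SD above or below the average of its plate-row segment, actives on both sides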;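 also: Alexa488 bead fluorescence after subtracting the streptavidin-only scavenger bead signal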
PHOSPHO1 inh = PHOSPHO1 (human) inhibition. recombinant PHOSPHO1, absorbance phosphatase assay. AID 1565. Q8TCT1. inhibition, % at 13.3 µM. 290,000 compounds, 1.1% hits; in the data active = inhibition above about 60%
OXTR agonist = activates the human oxytocin receptor; P30559; CHO-OTR cells, Fluo-8 calcium fluorescence; normalized: DMSO 0%, oxytocin 100%; activation, % at 3 µM; 320,000 compounds, 0.32% hits; AID 2435;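 active = activation above the mean of all tested compounds plus 3 SD, cutoff set per screening run, cut at about 20% in these data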;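 also: peak over basal fluorescence ratio from a 100 s FLIPR kinetic read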
V1R ag counter = activates human V1a receptor in oxytocin agonist counter-screen. AID 2797. activation, % at 3 µM. P37288. CHO-V1R cells, Fluo-8 calcium fluorescence, agonist mode; 0% DMSO, 100% 3 nM vasopressin. 320,000 compounds, 0.25% hits;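 active = activation above the mean activation of all tested compounds plus 3 SD, per screening run, cut at about 20% in these data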;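 also: signal is peak over basal fluorescence ratio across a 100 second FLIPR read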
Target sequence (P37288 whole entry, looked up): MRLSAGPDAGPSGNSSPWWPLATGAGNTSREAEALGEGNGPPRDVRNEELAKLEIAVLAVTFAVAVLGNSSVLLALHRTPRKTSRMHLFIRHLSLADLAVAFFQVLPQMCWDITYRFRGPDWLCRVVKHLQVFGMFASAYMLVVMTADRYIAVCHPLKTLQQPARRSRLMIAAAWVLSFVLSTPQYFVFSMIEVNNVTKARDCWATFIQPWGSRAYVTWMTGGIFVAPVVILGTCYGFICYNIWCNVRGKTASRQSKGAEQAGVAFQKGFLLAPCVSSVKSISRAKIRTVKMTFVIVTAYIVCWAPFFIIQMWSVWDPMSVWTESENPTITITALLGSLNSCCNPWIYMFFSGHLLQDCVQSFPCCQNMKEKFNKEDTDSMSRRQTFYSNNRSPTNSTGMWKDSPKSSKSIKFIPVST
GalR3 antagonist = blocks the human galanin receptor 3. 360,000 compounds, 0.44% hits. inhibition, % at 3 µM. HEK293 GalR3-CNG cAMP membrane potential fluorescence; galR3 body fused to GalR1 C-terminus. O60755;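 active = inhibition above the screen-wide average plus 3 SD, cut at about 13% in these data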;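 also: forskolin and galanin both at EC90 stimulate the cells; cAMP rise reported by CNG channel membrane potential dye signal; 0% = forskolin plus galanin with DMSO and 100% = forskolin alone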
Target sequence (O60755 1-299 limits assumed): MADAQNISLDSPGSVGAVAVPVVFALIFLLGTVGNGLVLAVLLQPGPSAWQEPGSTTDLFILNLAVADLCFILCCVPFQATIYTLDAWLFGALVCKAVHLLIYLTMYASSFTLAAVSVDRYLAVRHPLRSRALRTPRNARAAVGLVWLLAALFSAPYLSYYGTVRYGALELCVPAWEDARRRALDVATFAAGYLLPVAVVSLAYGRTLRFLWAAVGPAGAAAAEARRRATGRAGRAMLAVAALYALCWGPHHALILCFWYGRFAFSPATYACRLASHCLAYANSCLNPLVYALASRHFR
NALP1 inh = blocks the NALP1 inflammasome reconstituted in yeast; AID 2071; inhibition, % at 10 µM; 280,000 compounds, 0.61% hits; S. cerevisiae NALP1/ASC/caspase-1 growth, X-gal OD620, 72 h; in the data active = inhibition mostly above about 24%, no sharp cut-off; inactive = mostly below about 32%; also: some compounds called inactive have numbers as strong as hits
The depositor's hits bear a star; . = no result given; & = joins results of further samples.

Order of results – V1R ag counter | NALP1 inh | GPR7 antag | MEKK2 mut-MEK5 | MEKK2 WT-MEK5 | GalR3 antagonist | MEKK3 PB1 HTS | OXTR agonist | PHOSPHO1 inh
[1] Cc1cc(C(=O)NC2=NCCS2)c2ccccc2n1
 : 0.3 | 15 | -8 | 5 | 118 | 1 | 132* | 0.2 | -27
[2] CC(C)(C)C1=CC(O)(c2ccccc2)C=C(C(C)(C)C)C1=O
 : 0.1 | -7 | -38 | -2 | 99 | -10 | 101 | -1.4 | 25
[3] Cn1nnnc1SCC(=O)NC(C)(C)C
 : 1.7 | -2 | -3 | 0 | 103 | -3 | 102 | -0.5 | 7
[4] COC(=O)c1ccc(C2NC(=O)CCC2[N+](=O)[O-])cc1 (configuration not stated)
 : -0.2 | -6 | -12 | 3 | 100 | 5 | 95 | -0.5 | .
[5] O=C(Nc1cccc(C(=O)O)c1)/C(=C\c1ccc2c(c1)OCO2)NC(=O)c1ccccc1
 : 0.7 | -4 | 15 | -9 | 89 | 1 | 96 | -0.7 | -10
[6] COCCN1C(=O)c2oc3ccccc3c(=O)c2C1c1cccc(O)c1 (configuration not stated)
 : 0.7 | -23 | -2 | 3 | 101 | -1 | 102 | 1.0 | 0
[7] COCCN1CC(O)=C(c2nc3ccccc3c(=O)[nH]2)C1=N
 : 3.5 | 1 | -11 | -10 | 86 | -2 | 83 | 0.1 | 12
[8] COCCOC(=O)c1[nH]c2c(c1C)C(=O)CC(c1cc(OC)ccc1OC)C2 (configuration not stated)
 : 0.6 | 30 | 8 | -2 | 93 | -3 | 96 | 1.1 | -2
[9] O=C(OCn1nnc2ccccc2c1=O)C12CC3CC(CC(O)(C3)C1)C2
 : 0.7 | -2 | -9 | -3 | 103 | -2 | 100 | 13 | 16
[10] CC1(C)N=C(N)NC(Nc2ccccc2)=N1
 : 0.7 | -3 | -1 | 5 | 116 | -2 | 121 | 0.7 | -13
[11] O=C(c1cccc(Oc2ccc([N+](=O)[O-])cc2)c1)N1CCOCC1
 : 1.2 | 19 | -3 | 7 | 103 | 0 | 98 | -0.2 | 63*
[12] CCC(=O)Nc1cccc(C2=NOC3(C2)C[C@H](C(N)=O)N(C(=O)c2ccc(Cl)cc2)C3)c1 (some centres not stated)
 : 0.4 | 13 | . | 6 | 100 | -4 | 107 | 0.2 | 26
[13] O=C(O)[C@H]1CCCC[C@H]1C(=O)Nc1ccc(Nc2ccccc2)cc1
 : 3.2 | -60 | -2 | -2 | 103 | -6 | 90 | 0.1 | -14
[14] CC(=O)Nc1ccc(S(=O)(=O)Oc2cccc(N3C(=O)C4CCCCC4C3=O)c2)cc1 (configuration not stated)
 : 10.0 | 12 | -2 | 1 | 104 | -6 | 104 | 11 | -25
[15] O=C(CSc1ncc(C(F)(F)F)cc1Cl)NCC1CCCO1 (configuration not stated)
 : -0.4 | . | -4 | -15 | 95 | 13* | 91 | 0.3 | 24
[16] Cc1ccc(C(=O)NCCNC(=O)c2cnccn2)cc1
 : 0.3 | 1 | -3 | -3 | 97 | -7 | 97 | 0.0 | -20
[17] COC(=O)/C(C#N)=C/c1ccc(-c2ccc(S(N)(=O)=O)cc2)o1
 : -0.4 | . | 1 | -10 | 97 | 1 | 102 | 1.6 | -10
[18] CC(C)n1c(O)c(N=NC(=O)Cn2ccc(C(F)(F)F)n2)c2ccccc21
 : -1.5 | -6 | -12 | 7 | 93 | 0 | 100 | -2.9 | -21
[19] COc1cccc(-c2ccc(SCC(=O)N3CCOCC3)nn2)c1
 : -0.8 | 0 | -12 | 10 | 102 | 5 | 101 | -0.6 | 7
[20] COc1ccc(OC)c(C(=O)CCCC(=O)c2cc(OC)ccc2OC)c1
 : 0.5 | 1 | 10 | -7 | 98 | -10 | 97 | -1.7 | .
[21] Cc1ccc(NC(=O)Cn2c(=O)oc3ccccc32)cc1Cl
 : 9.8 | 20 | 8 | 8 | 101 | -10 | 104 | 6.6 | 2
[22] COc1ccc(OC)c(C2NC(=O)NC(C)=C2C(=O)Nc2ccc(C)cc2C)c1 (configuration not stated)
 : -0.8 | 26 | -16 | -4 | 95 | -2 | 103 | 1.5 | 16
[23] Cc1ccccc1CN1C(=O)c2ccccc2Sc2ccc(C(=O)O)cc21
 : -0.6 | 7 | -14 | -1 | 100 | 4 | 102 | 1.1 | -13
[24] COc1ccc(OCc2cc(C(=O)N(C)C3CCOCC3)no2)c2ccccc12
 : 2.7 | 14 | -5 | 5 | 102 | -6 | 102 | 2.5 | 62*
[25] COc1ccc(NC(=O)COC(=O)CNC(=O)c2cc(OC)c(OC)c(OC)c2)cc1
 : -0.8 | 24 | -13 | 0 | 105 | 8 | 145* | -0.4 | 18
[26] Clc1cccc(CN2CCSCC2)c1
 : -0.9 | 18 | -18 | 10 | 110 | -9 | 104 | -0.8 | 3
[27] COc1ccc(C2=NOC(CNC(N)=S)C2)cc1 (configuration not stated)
 : 0.5 | -6 | -4 | -9 | 94 | -7 | 102 | -0.1 | -7
[28] C=CCN(C/C(=N\O)c1sc(C(=O)OCC)nc1C)c1cccc(Br)c1
 : 0.1 | . | . | 6 | 101 | -1 | 105 | -2.0 | .
[29] Cc1nn(Cc2ccc(C(=O)N3CCCC3)o2)c(C)c1[N+](=O)[O-]
 : . | 20 | -1 | -2 | 96 | 0 | 100 | . | .
[30] CSc1ccccc1NC(=O)COc1nsnc1N1CCOCC1
 : -1.0 | 18 | 1 | -4 | 102 | -7 | 99 | -1.4 | -8
[31] CC(C)(C)c1ccc(NC(=O)Nc2ccc3ccccc3n2)cc1
 : -1.1 | . | -13 | -20 | 96 | 3 | 92 | 1.3 | 36
[32] COc1ccc(N2CCOCC2)c(NC(=O)c2ccco2)c1
 : 0.2 | -15 | -11 | -4 | 96 | -10 | 98 | -1.1 | 45
[33] CCC(=O)Nc1nc(C)c(-c2csc(Nc3ccccn3)n2)s1
 : -1.5 | 7 | -20 | 6 | 104 | -7 | 105 | -2.5 | -16
[34] CCOc1ccc(NCc2cc3cc(OC)ccc3[nH]c2=O)cc1
 : 6.4 | 8 | -14 | -12 | 90 | 8 | 88 | 9.6 | 20
[35] CN(C)c1ccc(C(=S)N2CCN(C(=S)Nc3cccc4ccccc34)CC2)cc1
 : 0.1 | -13 | 0 | . | . | -2 | . | 0.1 | 11
[36] COc1ccc(CC(=O)Nc2c(C(N)=O)oc3ccccc23)cc1
 : 8.0 | 14 | -7 | 0 | 102 | -6 | 102 | 6.2 | 14
[37] CCN(CC)C(=O)c1cccc2c1C(=O)c1ccccc1-2
 : -1.3 | 3 | -10 | 1 | 101 | -3 | 95 | -0.7 | -13
[38] COC(=O)COc1ccc(/C=N/NC(=O)c2ccc(N(Cc3ccccc3)S(C)(=O)=O)cc2)cc1
 : 0.9 | 18 | -2 | -1 | 97 | -11 | 98 | 1.8 | 0
[39] CCOC(=O)c1cccc(NC(=O)CCn2cccc2)c1
 : -0.1 | 7 | 10 | 6 | 99 | -1 | 104 | 5.4 | 21
[40] CCCOc1cccc(/C=N/NC(=O)c2csc(C)c2C)c1
 : -0.9 | 17 | -3 | 2 | 103 | -1 | 108 | -1.5 | 13
[41] O=C(NCCc1ccc(F)cc1)c1ccncc1
 : 0.2 | 4 | 1 | -4 | 96 | -3 | 95 | -0.1 | 19
[42] CC(=O)NC1CCCN(O)C(=O)/C=C(\C)CCOC(=O)C(NC(C)=O)CCCN(O)C(=O)/C=C(\C)CCOC(=O)C(NC(C)=O)CCCN(O)C(=O)/C=C(\C)CCOC1=O (configuration not stated)
 : 0.2 | 1 | -15 | 2 | 97 | . | 99 | 0.0 | 24
[43] CN(C[C@H](Cc1ccccc1)N(C[C@H](Cc1cccc2ccccc12)N(CCc1ccccc1)N=O)N=O)N=O
 : 0.7 | -3 | . | 2 | 86 | -2&-6 | 91 | -1.2 | 18
[44] CCOC(=O)N1CCC(N(CCN(C)C)C(=S)Nc2cc(C)cc(C)c2)CC1
 : -0.1 | 10 | 0 | 0 | 100 | -5 | 114 | -0.8 | -6
[45] CCN(CC)CC(=O)c1c[nH]c2ccccc12
 : 0.7 | 11 | 5 | 4 | 109 | -5 | 98 | -0.2 | 11
[46] Cc1cccc(-n2nnc3cnn(C)c3c2=O)c1
 : -0.2 | 0 | -14 | 4 | 109 | 2 | 105 | -0.6 | 12
[47] O=S(=O)(NN=C1CCCCCC1)c1ccc(Cl)cc1
 : -0.8 | 3 | -11 | 8 | 111 | -4 | 105 | 0.0 | 48
[48] COCOc1ccc(-c2oc3c(C/C=C(\C)CCC=C(C)C)ccc(O)c3c(=O)c2OCOC)c(OCOC)c1
 : 1.4 | . | . | 5 | 110 | . | 107 | 0.1 | .
[49] O=C(O)CC/C(=N/NC(=O)CNC(=O)Cc1ccc(Cl)cc1)c1ccccc1
 : -0.5 | 4 | -14 | -2 | 97 | 2 | 102 | -0.1 | 33
[50] O=C(CCSc1nnc(-c2ccco2)o1)Nc1ccccc1
 : 1.4 | 36 | -2 | -3 | 94 | 0 | 98 | 0.7 | -8
[51] Cc1ccc(C(C(=O)NC2CCCC2)N(C(=O)c2csnn2)c2cccc(F)c2)o1 (configuration not stated)
 : 0.5 | 10 | -13 | 1 | 102 | 0 | 99 | 2.2 | 27
[52] O=C(C1CCCN(Cc2ccc(Cl)cc2)C1)N1CCCCC1 (configuration not stated)
 : 0.1 | 1 | 8 | 6 | 103 | -6 | 100 | 0.1 | 20
[53] O=C(CN1CCOCC1)Nc1nc2ccc(Cl)cc2s1
 : 2.2 | -4 | -12 | 8 | 103 | -11 | 102 | 2.4 | 35
[54] O=C(COC(=O)c1cccc(NC(=O)c2ccco2)c1)c1ccc(Br)cc1
 : 7.9 | -13 | -1 | -1 | 99 | -6 | 101 | 7.4 | -15
[55] O=C(NNC(=O)c1cc(OCC(F)(F)F)ccc1OCC(F)(F)F)c1ccc(Cl)c(Cl)c1
 : 3.0 | 25 | -15 | 10 | 107 | 3 | 109 | 0.5 | 25
[56] COc1ccc(C(=O)NCc2nnc(SCC(=O)N3CCCC3)o2)cc1
 : 0.7 | 28 | 10 | -3 | 98 | 3 | 100 | 0.1 | -1
[57] CNC(=S)Nc1cc(Cl)ccc1Oc1ccccc1
 : 0.9 | 18 | -15 | -3 | 93 | -5 | 93 | -0.3 | 13
[58] Cc1nn(CC(=O)N2CCN(C)CC2)c(=O)c2c1sc1ccccc12
 : 0.2 | 8 | -20 | 5 | 103 | -9 | 107 | -0.8 | 15
[59] Cc1cc(C)c(C(=O)CSc2nnc(N)s2)c(C)c1
 : -0.9 | 13 | -12 | 0 | 99 | 0 | 105 | -3.0 | -25
[60] COc1cccc(NC(=S)N(CCc2c(C)[nH]c3ccccc23)Cc2cccs2)c1
 : -0.5 | 11 | -4 | -2 | 107 | 2 | 109 | 0.0 | -18

Carrying on:
Order of results – V1R ag counter | NALP1 inh | GPR7 antag | MEKK2 mut-MEK5 | MEKK2 WT-MEK5 | GalR3 antagonist | MEKK3 PB1 HTS | OXTR agonist | PHOSPHO1 inh
[61] COc1ccc(C(=O)/C=C\c2ccc(NC(=O)c3cccs3)cc2)cc1
 : 1.5 | 13 | -4 | -1 | 87 | 1 | 99 | 1.6 | 31
[62] Cc1nn(-c2cc(N3CCCCC3)ccc2N)c(=O)c2ccccc12
 : 0.7 | -10 | -16 | 6 | 101 | -4 | 116 | 0.1 | -29
[63] Cc1ccc(/C=N/n2c(COc3ccccc3)n[nH]c2=S)cc1
 : -0.4 | -2 | -12 | -4 | 100 | -10 | 99 | -2.3 | 9
[64] CCOc1ccccc1/C=N/NC(=O)c1cccc(S(=O)(=O)N(CC)CC)c1
 : -0.8 | -9 | 0 | -5 | 90 | -1 | 100 | -1.2 | 27
[65] Cc1cc(C)nc(Nc2cccc(C(F)(F)F)c2)n1
 : -1.9 | 31 | -16 | 4 | 103 | -10 | 102 | -2.3 | 14

Assay outcomes as filed in PubChem.
